From PubChem
Cycloheximide cs: affects cycloheximide protein synthesis inhibition readout, counter-screen; cell reporter, cycloheximide protein synthesis inhibition counterscreen; max response, %; actives 12% (n = 300,000); AID 2314; in the data active = max response mostly above about 13%, no sharp cut-off; inactive = mostly below about 14%; note: read at 38.3 µM for the half of the compounds with a filed dose; 0% is about no effect
Shiga inhibitor: Shiga toxin inhibition; Vero cells, Shiga toxin protein synthesis inhibition reporter; inhibition, % at 38.7 µM; actives 9.2% (n = 290,000); AID 2315; in the data active = inhibition mostly above about 28%, no sharp cut-off; inactive = mostly below about 43%; note: 0% is about no effect
LmPK inh: LmPK (Leishmania mexicana) enzyme inhibition | Q27686 | purified LmPK, Kinase-Glo ATP luminescence, 1 h | Potency, µM (top dose mostly 57.5 µM), for the others: at the highest dose activity change, negative = inhibition, most hits filed as inhibitors | actives 0.37% (n = 290,000); note: potency is the fitted concentration of half-maximal effect; % is set by controls: 0 for no effect and ±100 for the full control effect
Target sequence (Q27686 whole entry, looked up): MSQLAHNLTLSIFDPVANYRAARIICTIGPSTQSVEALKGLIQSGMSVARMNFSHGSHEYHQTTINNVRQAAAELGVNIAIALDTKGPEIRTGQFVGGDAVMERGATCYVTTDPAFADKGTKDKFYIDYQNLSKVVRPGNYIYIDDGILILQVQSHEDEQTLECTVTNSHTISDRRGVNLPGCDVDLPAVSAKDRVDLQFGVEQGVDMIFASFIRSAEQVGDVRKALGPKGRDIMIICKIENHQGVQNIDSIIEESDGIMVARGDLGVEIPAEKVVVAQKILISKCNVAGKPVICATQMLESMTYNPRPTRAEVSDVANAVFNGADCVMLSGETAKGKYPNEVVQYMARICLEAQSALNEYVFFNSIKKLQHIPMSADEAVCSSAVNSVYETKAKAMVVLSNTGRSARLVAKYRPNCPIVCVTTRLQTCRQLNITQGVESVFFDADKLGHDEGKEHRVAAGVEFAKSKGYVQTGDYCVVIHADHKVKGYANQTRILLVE
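qHTS format; LmPK 0.1 nM; substrates PEP 0.5 mM and ADP 0.1 mM. One-hour room-temperature incubation, then coupled luciferase luminescence; 0.5 nM enzyme wells mark activation.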
AMA1-RON2 inh: AMA1-RON2 (P. falciparum) interaction inhibition; AlphaScreen AMA1-biotinylated RON2 peptide binding; Potency, µM (doses to about 58.2 µM), for inactives: at the highest dose activity change, negative = inhibition, hits mostly inhibitors; AID 720542; actives 0.2% (n = 360,000);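 note: potency is the fitted concentration of half-maximal effect; 0% = vehicle wells and -100% = peptide control; nearly all actives have a fitted effect of over 45% in size; some results filed as inactive show a strong effect at the top dose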
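AMA1 (3D7) with his tag at 25 nM final met compounds first, then biotinylated RON2 peptide at 25 nM; detection used donor plus acceptor beads, 10 µg/mL apiece, read by AlphaScreen after 30 min at room temperature.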
Pf growth 96h: inhibits malaria parasite growth, 96 h; P. falciparum luciferase reporter growth, 96 h; Potency, µM (titrated, usually from 28.7 µM), for inactives: at the highest dose activity change, negative = inhibition, most hits filed as inhibitors; actives 6.9% (n = 320,000); AID 504834; note: potency is the fitted concentration of half-maximal effect; % is set by controls: 0 for no effect and ±100 for the full control effect
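Luminescence readout: decreased luciferase signal marks inhibited growth of reporter-expressing P. falciparum in infected red cells (2% hematocrit, 0.05% parasitemia final), exposed to compound two generations (96 h, 37 C, 5% CO2).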
Pf growth 48h: P. falciparum growth inhibition at 48 hours (one generation) | P. falciparum luciferase growth in erythrocytes, 48 h | actives 5.9% (n = 310,000) | Potency, µM (series often up to 28.7 µM), without a hit: at the top dose activity change, negative = inhibition, actives largely listed as inhibitors; note: potency is the fitted concentration of half-maximal effect; % is set by controls: 0 for no effect and ±100 for the full control effect
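Luminescence readout; reporter = integrated firefly luciferase in P. falciparum. RBC culture at 2% hematocrit, 0.1% parasitemia final, 37 C/5% CO2; decreased signal taken as growth inhibition.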
Tb PYK inh: inhibitors of Trypanosoma brucei pyruvate kinase | Q57TT1 | TbPYK enzyme, Kinase-Glo Plus ATP luminescence, 45 min | Potency, µM (doses to about 76.8 µM), inactives show at the top dose activity, negative = inhibition, actives largely listed as inhibitors | actives 0.12% (n = 410,000) | AID 624173; note: potency is the fitted concentration of half-maximal effect; % is set by controls: 0 for no effect and ±100 for the full control effect; nearly all actives have a fitted effect of over 50% in size
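Luminescent Kinase-Glo Plus end-point after 45 min room-temperature reaction of T. brucei pyruvate kinase started with 130 uM ADP (final). Buffer TEA 50 mM pH 7.2 with KCl, MgCl2, BSA, Tween-20; titration-based qHTS with fitted concentration-effect curves.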
Active calls of the source: *; u = inconclusive; x = no result given; [ ] = dose if it differs, or a comment. Unless noted, calls come from the whole dose curve; as a rule, active = well fitted curve in the direction sought with a large enough effect; inconclusive = small, poorly fitted or top-dose-only effect, or another doubt; inactive = no such curve, though single readings can be large; an effect the other way counts as inactive or inconclusive.

Molecule,Cycloheximide cs,Shiga inhibitor,LmPK inh,AMA1-RON2 inh,Pf growth 96h,Pf growth 48h,Tb PYK inh
CCOC(=O)C1=C(CC)OC(N)=C(C#N)C1c1ccc(OC)c(OC)c1OC (centres undefined),1.6,-0.7,5.7%,10.2%,u,6.1%,-13.0%
CCC(=O)c1ccc(Oc2ccc(C(=O)c3ccc(C)cc3)cc2[N+](=O)[O-])cc1,-2.1,-8.7,-2.4%,-22.4%,23.9%,3.8%,6.3%
O=S(=O)(NCC1(N2CCOCC2)CCCCC1)c1ccc(Cl)cc1C(F)(F)F,-5.6,-38.6,-9.2%,8.5%,u,u,1.7%
CN(CC(=O)Nc1c(Cl)cccc1Cl)C(=O)C1=COCCO1,x,x,x,-5.8%,11.1%,5.3%,2.0%
COc1ccc(N2CCN(c3ncnc4c3[nH]c3ccccc34)CC2)cc1,-1.1,-15.5,4.1%,-3.6%,u,u,-10.4%
CCOc1ccccc1NC(=O)C1CCN(C(=O)NCc2ccccc2)CC1,-2.8,-4.0,-0.4%,23.2%,-10.7%,4.4%,1.2%
Cc1cc(CNC(=O)C2CCC(=O)N(Cc3ccccc3F)C2)on1 (centres undefined),7.0,23.8,3.8%,-7.1%,u,10.1%,2.1%
COc1ccc(S(=O)(=O)N2CCN(C(=O)C3CCC3)CC2)cc1,x,x,x,-18.6%,u,u,0.6%
CC(C)Cn1cnc2sc3c(c2c1=N)CCCC3,5.5,33.3,4.5%,1.1%,x,x,-4.9%
CCN(C(=O)COC(=O)CCCN1C(=O)c2cccc3cccc(c23)C1=O)C1CCS(=O)(=O)C1 (centres undefined),x,x,x,-3.9%,26.9%,19.0%,-2.6%
CSCc1ccc(C(=O)Nc2cc(C)cc(C)c2)cc1,41.7*,39.0*,-25.0%,-1.0%,238.2%[activator],201.3%[activator],10.8%
COc1ccccc1-c1cc(C(=O)NCCCn2ccnc2)no1,-1.2,24.1,-2.2%,-8.4%,u,9.2%,2.4%
CCOC(=O)c1c(-c2ccccc2)oc2ccc(OC(C)C(=O)O)cc12 (centres undefined),0.5,-5.9,2.8%,4.7%,31.8%[activator],-11.0%,-2.1%
O=C(NCCCCCCNC(=O)c1cncc(O)c1)c1cncc(O)c1,-5.0,2.8,-0.5%,-24.0%,2.2%,81.3%[activator],11.5%
C=CCn1c(C)cc(C(=O)CSc2nc(N)cc(N)n2)c1C,8.2,3.6,-0.1%,-4.2%,-3.0%,24.4%,2.1%
COc1ccc(OC)c(C(=O)NC(CC(N)=O)c2ccc(N3CCN(c4ccccc4)CC3)c([N+](=O)[O-])c2)c1 (centres undefined),-2.3,-5.5,-4.5%,-0.7%,-32.4%,15.7%,3.3%
O=C(c1cccc(S(=O)(=O)NCc2ccccc2)c1)N1CCN(c2cccc(C(F)(F)F)c2)CC1,2.6,10.7,0.0%,39.7%[activator],u,u,2.8%
COc1cc(Cl)c(C)cc1NC(=O)COc1ccc(C)nc1[N+](=O)[O-],x,x,x,10.7%,-3.7%,35.9%[activator],3.7%
C=CCOc1nc2c(c(=O)n(C)c(=O)n2C)n1Cc1c(Cl)cccc1Cl,1.8,-13.8,-3.0%,-8.4%,9.8%[5.75 µM],u,0.0%
CCC(C)n1c(O)c(C=NCc2cccnc2)c(=O)[nH]c1=S (centres undefined),-0.9,-12.2,-3.7%,9.0%,19.2%,1.4%,-1.4%
COC(=O)c1ccc(CNC(=O)c2ccc3oc(C(C)C)nc3c2)cc1,49.5*,71.8*,-14.9%,8.1%,18.4%,48.9%[activator],2.0%
Cc1nn(CC(=O)NNC(=S)NCC2CCCO2)c(C)c1Br (centres undefined),-0.7,-13.8,-9.6%,95.1%[activator],2.1%,3.8%,-13.7%
O=C(Cc1c(F)cccc1Cl)NC1=NCCS1,20.2*,2.6,3.9%,-2.8%,23.0%,13.9%,3.3%
O=C(Nc1ccccc1)Nc1nc(-c2ccccc2)cs1,44.7*,38.5,1.0%,6.1%,23.6%,-2.5%,-2.1%
C=CCSc1nnc(NC(=O)COc2ccc3ccccc3c2)s1,-1.0,48.2,-1.9%,9.7%,22.3%,21.6%,0.3%
COc1ccc(N=Nc2[nH]c3ccc(C)cc3c2O)cc1,22.4*,35.0*,-0.7%,-10.6%,u,27.5%,-17.2%
COc1ccc(NC(=O)/C(C#N)=C/C=C/c2ccco2)cc1,-2.1,18.3,-0.4%,-15.5%,70.8%[activator],3.0%,-16.0%
O=C(O)c1ccc(CNCc2cc(Cl)ccc2O)cc1,x,x,x,-3.2%,u,24.4%,-3.8%
CC(Sc1ccccc1)C(=O)Nc1ccccc1C(=O)N1CCOCC1 (centres undefined),4.3,-3.1,-8.0%,-4.2%,u,0.7%,3.6%
CCOC(=O)N1CCC(NC(=O)C(NS(=O)(=O)c2ccc3c(c2)CCN3C(=O)CC)C(C)C)CC1 (centres undefined),-6.9,3.0,3.8%,-1.8%,16.5µM*,0.2%,-1.5%
O=C(O)CC1S/C(=N/N=C/C2CC=CCC2)NC1=O (centres undefined),-3.3,6.1,5.0%,79.6%[activator],5.86µM*,3.6%,-5.8%
CC(C)(C)C1=Nn2c(nnc2-c2ccco2)SC1,-1.2,18.4,19.9%,-9.2%,u,x,-0.8%

Looked up one by one from the list above, 3 records:
Molecule,Cycloheximide cs,Shiga inhibitor,LmPK inh,AMA1-RON2 inh,Pf growth 96h,Pf growth 48h,Tb PYK inh
COc1ccc(N=Nc2[nH]c3ccc(C)cc3c2O)cc1,22.4*,35.0*,-0.7%,-10.6%,u,27.5%,-17.2%
CCOC(=O)N1CCC(NC(=O)C(NS(=O)(=O)c2ccc3c(c2)CCN3C(=O)CC)C(C)C)CC1 (centres undefined),-6.9,3.0,3.8%,-1.8%,16.5µM*,0.2%,-1.5%
CC(Sc1ccccc1)C(=O)Nc1ccccc1C(=O)N1CCOCC1 (centres undefined),4.3,-3.1,-8.0%,-4.2%,u,0.7%,3.6%

3 structures from above, sorted by length of the SMILES, high to low.
Molecule,Cycloheximide cs,Shiga inhibitor,LmPK inh,AMA1-RON2 inh,Pf growth 96h,Pf growth 48h,Tb PYK inh
CC(Sc1ccccc1)C(=O)Nc1ccccc1C(=O)N1CCOCC1 (centres undefined),4.3,-3.1,-8.0%,-4.2%,u,0.7%,3.6%
O=C(O)CC1S/C(=N/N=C/C2CC=CCC2)NC1=O (centres undefined),-3.3,6.1,5.0%,79.6%[activator],5.86µM*,3.6%,-5.8%
O=C(O)c1ccc(CNCc2cc(Cl)ccc2O)cc1,x,x,x,-3.2%,u,24.4%,-3.8%

Further records.
Molecule,Cycloheximide cs,Shiga inhibitor,LmPK inh,AMA1-RON2 inh,Pf growth 96h,Pf growth 48h,Tb PYK inh
CC/C(=C\C(=O)c1cccnc1)Nc1ccc(C)c(C)c1,17.0*,51.6*,4.9%,-3.2%,u,u,-5.8%
O=C1NC(=O)c2cc(NC(=O)C3COc4ccccc4O3)ccc21 (centres undefined),19.0,21.5,0.0%,-3.2%,33.5%[activator],21.2%,1.5%
COc1ccc(S(=O)(=O)N2CCCCCC2)cc1C(=O)N(C)CC(=O)Nc1ccccc1Cl,x,x,x,-4.7%,-16.9%,u,0.1%
CC(C(=O)OCC(=O)c1ccc(Br)cc1)N1C(=O)C2C3CCC(C3)C2C1=O (centres undefined),-2.3,-7.1,-0.7%,10.0%,11.7µM*,23.7%,1.0%
COc1ccccc1NC1=NC2(CCCC2)N=C(N)N1,-3.8,6.7,-1.4%,0.5%,u,u,-9.9%
CCCCn1c(N)c(N(CC(C)C)C(=O)c2cc(-c3ccc(OC)c(OC)c3)nc3ccccc23)c(=O)[nH]c1=O,x,x,x,-4.1%,u,1.31µM*,-0.4%
Cc1ccccc1NC(=S)/C(=C(\[O-])c1ccc(C)c([N+](=O)[O-])c1)[n+]1ccccc1,-0.7,-8.2,-2.5%,-8.9%,-23.1%,-4.3%,0.3%
O=C1NC(=O)N(Cc2ccccc2)C(=O)/C1=C\c1ccco1,-0.9,-9.6,-2.8%,u,-4.1%,16.2%,u
Clc1ccc(N2CCN(c3ncnc4c3oc3ccccc34)CC2)cc1,-1.1,-8.7,-4.5%,2.3%,38.5%[activator],14.4%,1.2%
N#Cc1c(NC(=S)NC(=O)c2ccccc2)sc2c1CCN(CCc1ccccc1)C2,-0.9,5.0,-0.8%,x,2.62µM*,4.15µM*,x
N#Cc1nc(-c2ccco2)oc1N1CCN(c2cccc(Cl)c2)CC1,1.8,-2.9,0.1%,u,-31.0%,12.6%,-11.5%
CCCc1cc(C(=O)NCc2cccs2)no1,35.5*,60.7,2.2%,-1.0%,u,x,0.5%
CCOC(=O)/C(C#N)=C/c1cc(C)n(-c2ccc(Br)cc2)c1C,-4.3,-6.2,13.6%,x,6.3%,x,x
CC(=O)NS(=O)(=O)c1ccc(NC(=S)NC(=O)c2ccco2)cc1,13.9,14.2,-6.2%,11.8%,36.2%[activator],u,-3.0%
Cn1c(SCC(=O)N2CCOCC2)nnc1-c1cccc(NC(=O)c2ccccc2F)c1,3.7,-1.1,-0.2%,-15.7%,-16.3%,0.0%,2.2%
C#CCOCCOCCOCCNc1nc(N2CCN(C(=O)[C@H]([C@@H](C)O)n3cc(CCCCN)nn3)CC2)nc(N2CCN(C(=O)[C@H](CCCCN)n3cc(CC(C)O)nn3)CC2)n1 (some centres undefined),x,x,x,1.6%,-9.8%,15.0%,3.4%
COc1cccc(-c2cccc(NC(=O)C3CCN(Cc4ccon4)CC3)c2)c1,-4.3,-1.0,-7.5%,-3.4%,u,1.3%,27.0%
CCOc1ccc(NS(=O)(=O)c2cc(C(=O)N(CC)CC(=O)NCc3cccs3)ccc2C)cc1,x,x,x,3.4%,u,-18.6%,2.4%
Cc1ccc(/C=N/n2c(COc3ccccc3)n[nH]c2=S)cc1,-2.2,-4.0,-2.2%,91.8%[activator],-1.1%,-10.7%,u
Cc1cnc(C(=O)Nc2ccccc2-c2ccc(C)o2)cn1,6.7,-18.5,-5.2%,-13.8%,u,-85.8%,-1.5%
CC(=O)Oc1ccc(C(=O)Nc2ccc(S(=O)(=O)N3CCOCC3)cc2)cc1,-0.8,-7.1,-5.3%,-8.0%,4.7%,u,-12.9%
CC(C)[C@H](NC(N)=O)C(=O)NCCc1ccc(Cl)cc1,-6.3,1.7,0.7%,4.1%,25.0%,-6.6%,1.5%
CCCCn1c(N)c(N(CC(C)C)C(=O)c2cccc(S(=O)(=O)N3CCN(C(C)=O)CC3)c2)c(=O)[nH]c1=O,x,x,x,0.0%,-22.4%,4.1%,1.0%
CSc1ccccc1NC(=O)c1cnc2n(c1=O)CCS2,-3.4,17.6,-0.2%,4.9%,-2.5%,x,0.7%
